TNF death inh – TNF-alpha cell death inhibition in Jurkat FADD-/- cells. AID 463075. Jurkat FADD-/- TNF necroptosis rescue, ATP luminescence, 24 h; 0 = TNF only, 100 = no-TNF cells. activation (protection from cell death), % at 10 µM. hit rate 0.068% among 220,000;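 active = activation, meaning protection from cell death, of at least 50% relative to plate controls; inactive = activation below 50%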;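 also: necroptosis triggered by 40 ng/mL TNF-alpha added together with compound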
Ba/F3 V617F tox – loss of viability in JAK2V617F-driven Ba/F3 cells. Ba/F3 EpoR-JAK2V617F viability, ATP luminescence. inhibition, % at 5.6 µM. hit rate 1.1% among 220,000. AID 1446;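 active = inhibition above the campaign mean plus 3 SD over all tested compounds, cut at about 24% in these data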;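 also: cytokine-independent growth of Ba/F3 cells driven by EpoR plus mutant JAK2; 0% = DMSO-treated cells and 100% = JAK inhibitor I control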
TRPN1 ag – zebrafish TRPN1 (NompC) channel agonism | hit rate 0.18% among 220,000 | activation, % at 3 µM | HEK293 zebrafish TRPN1-YFP, Fluo-8 calcium fluorescence; 100% = response to 87 µM carbachol;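 active = activation above its plate's cutoff, the mean activation of test wells on that plate plus 3 SD, cut at about 19% in these data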;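 also: 0% = DMSO alone and 100% = 87 µM carbachol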
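Material – zebrafish TRPN1-YFP in HEK293 cells · Doses – 3 µM single point · Schedule – dye 1 h 37 °C plus 30 min RT · Signal – Fluo-8 calcium fluorescence, excitation 470-495 nm, emission 515-575 nm · Read-out – % activation versus carbachol response · Control set – carbachol high, DMSO low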
RBBP9 inhibitor – blocks human serine hydrolase RBBP9. recombinant RBBP9, FP-Rh probe fluorescence polarization. inhibition, % at 7.94 µM. hit rate 0.2% among 220,000. AID 1515;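 active = inhibition above the campaign mean of all tested compounds plus 3 SD, cut at about 14% in these data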;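 also: plate controls were DMSO wells with RBBP9 for no effect and wells lacking RBBP9 protein for full effect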
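Test system – recombinant human RBBP9 · Input – RBBP9 2.5 µM in dispensing solution, pre-mixing · Medium – Tris buffer pH 8.0, NaCl, Pluronic · Schedule – preincubation 30 min plus labeling 45 min at 25 °C · Measured by – fluorescence polarization · Measure – % inhibition · Controls – DMSO and no-protein wells · Replicates – one well per compound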
PPC-1+TRAIL kill – PPC-1 cancer cell killing with TRAIL present; PPC-1 cells + TRAIL, ATPLite viability luminescence; cell killing (% activity), % at 4 µM; hit rate 0.41% among 220,000; AID 1443;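 active = cell killing above 50% in the first pass at 4 µM, then a duplicate retest at 5 µM averaging 50% or more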;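 also: plate controls were cells with TRAIL plus DMSO for no effect and medium-only wells lacking cells for full effect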
Wee1 stabilizer – blocks degradation of human Wee1 kinase; P30291; HeLa Luc-Wee1K328M stability, luciferase luminescence; 100% = proteasome inhibitor MG132 effect; reporter increase, % at 5 µM; hit rate 1.2% among 220,000; AID 1321;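 active = activation above the mean of all tested compounds plus 3 SD, set per screening run, cut at about 8.8% in these data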;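 also: cells exposed to compound for 20 h before luminescence read; 0% = DMSO alone and 100% = MG132 at 30 µM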
CHOP inhibitor – blocks CHOP induction under ER stress; hit rate 3.8% among 220,000; CHO-K1 CHOP-promoter luciferase, tunicamycin-induced, 15-18 h; inhibition, % at 10 µM; AID 2732;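 active = compounds that reduced the stress-induced luciferase reporter signal by more than about 70% of percent inhibition, limit read from the data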;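 also: 0% = tunicamycin plus vehicle and 100% = wells without tunicamycin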
BaF3 tox – counter-screen for JAK2V617F inhibitors: parental Ba/F3 viability inhibitors; CellTiter-Glo ATP luminescence; inhibition, % at 5.6 µM; hit rate 1.1% among 220,000; AID 1486;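 active = inhibition above a per-campaign cutoff, the mean inhibition of all tested compounds plus 3 SD, cut at about 27% in these data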;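 also: 0% = DMSO wells and 100% = JAK Inhibitor I control wells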
TRPML3 agonist – agonists of human TRPML3 channel | Q8TDD5 | HEK293 TRPML3-YFP, Fluo-8 calcium fluorescence; 100% = the carbachol control signal | activation, % at 3 µM | hit rate 0.29% among 220,000 | AID 1448;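 active = activation above its plate's cutoff, the mean activation of the plate's test wells plus 3 SD, cut at about 12% in these data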;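 also: 0% = DMSO only wells and 100% = carbachol wells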
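Test system: TRPML3-YFP stable HEK293 cells. Doses: single point at 3 µM. Incubation: dye loading 1 h 37 °C then 30 min ambient, 125 s read. Signal: Fluo-8 calcium dye fluorescence, ex 470-495, em 515-575 nm. Measure: percent activation from peak-to-basal fluorescence ratio, scaled between DMSO and carbachol.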
The depositor's hits bear a star; nt = no result given; & = joins results of further samples.

smiles	TNF death inh	Ba/F3 V617F tox	TRPN1 ag	RBBP9 inhibitor	PPC-1+TRAIL kill	Wee1 stabilizer	CHOP inhibitor	BaF3 tox	TRPML3 agonist
CCC1Oc2ccc(C)cc2N(CC(=O)N(Cc2ccncc2)Cc2ccco2)C1=O (centres undefined)	-1.4	-1.9	-1.1	1.8	14.3	1.2	10.4	1.1	0.2
CC(C)(C)NS(=O)(=O)c1ccc(CCC(=O)N2CCCC2)cc1	0.6	-6.9	-1.0	-2.4	2.3	-3.5	-22.8	4.2	0.5
O=C(c1cncs1)N1CCCC(CNS(=O)(=O)c2cccs2)C1 (centres undefined)	1.0	6.6	1.4	-4.3	5.7	1.3	1.4	8.2	0.2
COc1ccc(C)cc1-n1nnnc1SCc1nc2ccccc2c(=O)[nH]1	-0.6	-4.1	0.1	-2.9	11.7	1.1	12.6	0.6	0.2
Cc1ccc(Cc2cnc(N3C(=N)SC(C)C3=O)s2)cc1 (centres undefined)	0.6	-0.5	1.3	-3.7	10.1	-2.1	-5.4	2.6	0.8
O=C1OCC(c2ccccc2)=C1c1ccccc1[N+](=O)[O-]	-0.4	0.5	0.3	-1.0	12.8	-0.4	3.8	3.3	2.9
O=C(O)c1cc([N+](=O)[O-])cc2c1nnn2O	-4.2	2.4	0.8	3.0	5.0	4.7	-2.7	12.9	0.6
Cc1ccc(NC(=O)/C(=C\c2cccc([N+](=O)[O-])c2)NC(=O)c2cccs2)cc1	6.7	4.0	-0.1	-4.4	-4.2	-2.3	12.8	8.6	-0.5
O=C(CSc1nc(-c2ccccc2)cc(=O)[nH]1)N1CCOCC1	-2.3	-3.9	0.0	-10.9	-0.3	-3.6	-4.2	-2.1	0.5
O=C(NN=C1CCCCC1)NC1CCCCC1	0.6	-1.2	1.4	-7.3	-1.0	-3.2	5.3	6.8	0.3
COc1ccccc1NC(=S)NC1CCC(CC2CCC(NC(=S)Nc3ccccc3OC)CC2)CC1 (centres undefined)	-4.4	-5.5	0.9	-6.0	12.4	7.5	5.4	2.9	-0.3
CCC(CC)NC(=O)c1cc2c(C)nn(Cc3ccccc3Cl)c2s1	-3.9	-3.7	-0.7	-9.3	-23.7	-3.4	46.3	1.5	-0.4
COc1c2c(nc3ccccc13)OC(C(C)(O)COC(C)=O)C2 (centres undefined)	-0.6	-0.8	-1.1	0.3	19.5	2.8	13.4	1.9	0.2
COC1(OC)C(=N/O)/C(=N\O)CCC1O (centres undefined)	-1.8	-1.7	-0.1	-10.9	-11.8	3.4	-11.0	0.9	1.0
O=S(=O)(N/N=C\C=C\c1ccccc1)c1ccccc1	-2.0	-1.1	-0.8	-1.8	nt	-1.7	nt	5.1	-0.9

Further results follow.
smiles	TNF death inh	Ba/F3 V617F tox	TRPN1 ag	RBBP9 inhibitor	PPC-1+TRAIL kill	Wee1 stabilizer	CHOP inhibitor	BaF3 tox	TRPML3 agonist
CCC(=O)Nc1ccc(C(=O)NNC(=O)Cc2ccccc2)cc1	1.0	2.3	-0.4	-3.7	12.6	0.9	-1.8	6.9	1.4
CNc1nc(C)c(C(=O)OCc2ccccc2)s1	-4.4	1.2	-1.2	-0.7	25.7	-1.0	nt	5.6	-0.9
CCOC(=O)CN1CC23C=CC(O2)C(C(=O)Nc2ccc4c(c2)OCO4)C3C1=O (centres undefined)	0.1	-2.2	1.4	-4.2	7.4	1.6	32.2	3.9	0.8
Cc1csc(SCC(=O)c2c(N)n(CC(C)C)c(=O)n(C)c2=O)n1	-5.4	-1.4	0.3	-4.1	-11.1	0.0	39.0	3.3	1.8
CN(C1CCCCC1)S(=O)(=O)c1ccc(NC(=O)C2CCCCC2C(=O)O)cc1 (centres undefined)	-1.6	0.4	0.4	-9.7	2.4	-2.3	30.2	-0.5	-0.2
CN1CCc2c(sc(NC(=O)c3ccc(S(=O)(=O)N4CCOCC4)cc3)c2C(N)=O)C1	1.7	-4.0	0.5	-5.7	20.4	-1.1	-3.5	2.1	0.6
O=C(CSc1nnc2c(Cl)cc(C(F)(F)F)cn12)NCc1ccc(F)cc1	2.3	-4.9	-0.6	-8.3	14.4	2.2	-5.0	1.7	0.5
COc1cccc(NC(=S)N(CCN(C)C)C(C)c2cccnc2)c1 (centres undefined)	0.0	1.1	1.3	-5.3	13.0	-0.7	2.4	5.3	0.8
S=c1[nH]nc(-c2ccccc2Cl)n1/N=C/C=C/c1ccco1	-4.4	-1.1	-0.1	-3.7	10.0	-1.1	7.3	-0.7	0.0
O=C(NCC1CCCO1)C(c1cccs1)N(Cc1cccs1)C(=O)Cn1nnc(-c2cccs2)n1 (centres undefined)	-3.4	0.3	0.6	-5.3	-6.4	1.1	34.5	2.9	0.4
Cc1cc(C)n(/N=C/c2ccc(O)cc2)c(=O)c1C#N	0.5	-3.4	1.8	-7.6	6.8	2.9	-12.9	-0.9	0.6
COc1ccc(-c2nc(NC(C)=O)sc2-c2ccccc2)cc1	-1.5	-1.2	-0.1	-1.7	32.9	6.9	4.0	2.0	0.0
O=C(CCSc1ccccc1)NC1CCCC1	1.4	-1.4	-0.5	-4.6	32.1	-0.3	2.6	2.0	0.7
Cc1cccc(OCC2=NS(=O)(=O)c3ccccc3N2)c1	-0.2	0.9	0.9	-11.7	20.9	0.7	-13.5	4.9	0.5
CN(C)c1ccc(C(CNS(=O)(=O)c2ccc(F)cc2)c2c[nH]c3ccccc23)cc1 (centres undefined)	3.1	1.1	-1.8	-1.4	14.6	1.4	107.0*	4.4	-0.4

Next compounds
smiles	TNF death inh	Ba/F3 V617F tox	TRPN1 ag	RBBP9 inhibitor	PPC-1+TRAIL kill	Wee1 stabilizer	CHOP inhibitor	BaF3 tox	TRPML3 agonist
N[C@@H](Cc1cc(I)c(Oc2ccc(O)c(I)c2)c(I)c1)C(=O)O	-1.5&0.2	6.3&10.5	0.2&-0.9	-13.2&-12.6	24.0	-0.4&-1.4	18.1&5.6	9.3&9.0	0.1&-0.3
O=C(c1ccco1)N1CCN(C(=O)c2cnn3c(C(F)(F)F)cc(-c4cccs4)nc23)CC1	-1.5	0.8	0.1	2.9	1.9	0.8	-22.6	3.0	0.7
COc1ccc(-c2nn(C)c(=O)c3ccccc23)cc1CNC(=O)CN1CCOCC1	-2.6	-0.7	0.2	5.2	nt	-0.2	nt	4.0	0.3
CN(C)C(=O)N1CCC(C(=O)NCc2ccc3c(c2)OCO3)CC1	2.7	2.0	1.2	-4.2	33.1	1.9	17.5	4.9	0.7
CCc1nn(CC(=O)NCCCN(Cc2ccccc2)C(C)C)c(=O)c2cc3sccc3n12	-3.5	3.8	-0.9	-2.2	-6.1	-2.5	-5.8	1.4	-0.1
Cc1ccc2cc3cc(C(=O)N(CC(=O)NC4CCCC4)c4cccc(C)c4C)sc3nc2c1	-1.6	4.0	-0.1	-2.8	6.6	0.9	33.2	11.5	1.0
NC(=O)CSc1nnc(-c2cnccn2)n1-c1ccccc1	-2.1	-2.4	0.5	-0.8	11.3	-1.8	7.7	3.6	0.7
O=S(=O)(c1ccc(F)cc1)N1CCN(c2ncccn2)CC1	0.9	0.1	1.1	-11.7	37.5	4.5	9.8	-3.5	0.7
CC1(C)OC(=O)C(=CNCC(=O)NCC(=O)O)C(=O)O1	0.9	0.0	0.4	-6.1	25.7	-0.3	13.8	0.0	0.6
O=C(Cc1cccs1)N1CCC(c2nc3c(nnn3Cc3ccccc3)c(=O)[nH]2)CC1	-0.5	-5.1	0.8	1.5	-3.6	-1.6	8.0	2.0	0.7
COc1ccc(C(=O)c2ccc(N3CCOCC3)c([N+](=O)[O-])c2)cc1	-3.9	2.5	-0.4	-4.7	1.2	-1.9	16.5	9.2	1.6
CC(=O)c1cccc(NC(=O)c2c(F)c(F)c(F)c(F)c2F)c1	3.7	-2.1	2.1	3.8	-2.7	5.5	44.2	9.2	0.5
CCN(CC)S(=O)(=O)c1cccc(NC(=O)c2ccc(Sc3nncn3C)c([N+](=O)[O-])c2)c1	-5.6	1.6	0.6	-10.0	29.7	0.5	10.4	10.7	0.4
Cc1cnc([N+](=O)[O-])n1CCOC(=O)NC(=O)c1ccccc1	-0.2	2.0	-0.3	-0.8	-0.5	2.9	8.4	7.6	0.2
O=C(c1cccs1)N(C(=O)c1cccs1)c1ccc(Br)cn1	-13.2	7.8	-1.2	-6.5	20.9	3.1	41.3	10.1	-1.2

Next compounds follow.
smiles	TNF death inh	Ba/F3 V617F tox	TRPN1 ag	RBBP9 inhibitor	PPC-1+TRAIL kill	Wee1 stabilizer	CHOP inhibitor	BaF3 tox	TRPML3 agonist
CC1=C(C(=O)N(C)C)C(c2ccc(C)s2)NC(=S)N1 (centres undefined)	-0.1	4.2	-0.1	-2.7	-18.3	2.2	10.6	3.5	0.8
O=C(Nc1cccs1)Nc1ccccc1Br	1.8	-2.6	4.5	3.4	-11.0	4.8	15.5	3.6	2.6
Cc1cc(C(=O)OCC(=O)NCc2ccc(Cl)cc2)c(C)o1	1.0	-8.5	-3.7	-3.7	-22.6	-2.4	-4.4	-0.8	-1.6
COc1ccc([N+](=O)[O-])cc1NC1C2CC3CC(C2)CC1C3 (centres undefined)	-1.5	-6.9	-0.5	-9.4	15.4	-0.7	15.8	1.1	0.0
O=C1CC(NNc2nc3ccccc3s2)C(=O)N1c1ccc(F)cc1 (centres undefined)	1.7	-3.0	2.4	-14.1	5.5	0.7	0.0	-3.1	1.0
